# G9a inh = inhibitors of human histone lysine methyltransferase G9a; Potency, µM (top dose mostly 102 µM), without a hit: at the top dose activity, negative = inhibition, most hits filed as inhibitors; 350,000 compounds, 8.8% hits; G9a H3K9 monomethylation, AlphaScreen, 2 h; further: potency means the concentration at half of the fitted maximal effect; on the % scale 0 is the no-effect control and ±100 the full control effect; nearly all actives have a fitted effect of over 75% in size
#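 G9a (20 nM) preincubated 15 min RT with compounds, then 500 nM biotinylated H3K9 peptide and 20 uM SAM added; 2 h RT reaction. Monomethyl-H3K9 product detected by AlphaScreen with anti-H3K9me1 antibody, streptavidin donor and anti-rabbit IgG acceptor beads.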
# JMJD2A Tudor = inhibitors of human JMJD2A Tudor domain; 390,000 compounds, 4.4% hits; O75164; AID 504339; AlphaScreen JMJD2A-Tudor / H3K4me3 peptide binding; Potency, µM (titrated, usually from 114 µM), for the others: at the top dose activity change, negative = inhibition, most hits filed as inhibitors; further: potency means the concentration at half of the fitted maximal effect; on the % scale 0 is the no-effect control and ±100 the full control effect; nearly all actives have a fitted effect of over 50% in size
# GLS inhibitor = inhibitors of human glutaminase (GLS). 410,000 compounds, 0.21% hits. GLS enzymatic activity, qHTS titration. Potency, µM (titrated, usually from 45.5 µM), without a hit: at the top dose activity change, negative = inhibition, hits mostly inhibitors; further: potency means the concentration at half of the fitted maximal effect; on the % scale 0 is the no-effect control and ±100 the full control effect
#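 Read-out is an Amplex red fluorescence increase coupled through glutamate oxidase and HRP, measured before and after 30 min room-temperature incubation. hKGA is in 45 mM KH2PO4 (pH 8.2) with 0.02% Tween-20; glutamine added as 1mM solution.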
# Pin1 inhibitor = inhibitors of human Pin1; Pin1 FP peptide displacement, HiFluor488, 10 min; Potency, µM (top dose mostly 115 µM), for inactives: top-dose activity, negative = inhibition, most hits filed as inhibitors; 390,000 compounds, 0.009% hits; AID 504891; active means well fitted inhibition curve with a large enough effect in the polarisation, with a control signal flat, not every such curve was filed as active; inconclusive means small, poorly fitted or top-dose-only effect, or effect the other way, or a change in a side signal; inactive means no such curve, though single readings can be large or run the other way; the % refers to the polarisation; further: potency means the concentration at half of the fitted maximal effect; on the % scale 0 is the no-effect control and ±100 the full control effect
# PI4K2A inh = PI4K2A (human) kinase inhibition | Q9BTU6 | purified PI4K2A, ADP-Glo luminescence, 1 h; active compounds read low | activity change, negative = inhibition, % at 76.9 µM | 420,000 compounds, 0.13% hits | AID 1346378; in the data active means activity change below about -50%; inconclusive means mostly about -30% to -49%;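 further: -100% = wells without enzyme as full effect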
#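 ADP-Glo luminescence measured ADP generated by PI4K2A enzyme (4 ug/mL before mixing) with 1.2 mM PI substrate (pre-mix) and 300 microM ATP (pre-mix). Tris pH7.5 buffer with MgCl2, Triton X-100; 1 h reaction at ambient temperature.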
# ERG Ets-DNA blk = ERG Ets/DNA interaction inhibition. P11308. fluorescence polarization, His-ERG Ets domain / labelled DNA. 370,000 compounds, 0.028% hits. Potency, µM (highest dose often 76.9 µM), without a hit: top-dose FP activity, negative = inhibition, usual class: inhibitors. AID 624246; active means well fitted inhibition curve with a large enough effect in the polarisation, with a control signal flat; inconclusive means small, poorly fitted or top-dose-only effect, or effect the other way, or a change in a side signal; inactive means no such curve, though single readings can be large or run the other way; the % refers to the polarisation;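 further: polarization taken with two DNA probes labelled with fluorescein and Texas red; potency means the concentration at half of the fitted maximal effect; % of control where 0% means no effect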
#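 His-tagged ERG Ets domain (1 uM in the protein solution; 300mM KCl, 50mM Tris-HCl, 1mM EDTA, 1mM DTT, pH 7.5) received compound, then a probe mix of 5 nM fluorescein-DNA and 100nM Texas-615-DNA. Fluorescence polarization was read for both dyes.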
# PGK inhibitor = T. brucei PGK inhibition. P07378. PGK/GAPDH coupled, Kinase-Glo luminescence, 60 min. Potency, µM (highest dose often 57.5 µM), without a hit: at the top dose activity change, negative = inhibition, most hits filed as inhibitors. 380,000 compounds, 0.043% hits; further: potency means the concentration at half of the fitted maximal effect; on the % scale 0 is the no-effect control and ±100 the full control effect; nearly all actives have a fitted effect of over 60% in size
#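 Luminescent ATP detection (Kinase-Glo Plus) follows a 60-minute room-temperature incubation, with wells lacking PGK as controls. Buffer: 100 mM TEA (pH 7.6), 5 mM MgCl2, 0.01% Tween-20. Coupling enzyme GAPDH (100 nM final) supplies unstable 1,3-BPG in-well.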
# BAZ2B inh = inhibitors of human BAZ2B bromodomain. Q9UIF8. AlphaScreen BAZ2B-H3K14Ac peptide displacement. Potency, µM (highest dose often 114 µM), inactives show at the top dose activity change, negative = inhibition, actives largely listed as inhibitors. 360,000 compounds, 4.4% hits. AID 504333; further: potency means the concentration at half of the fitted maximal effect; on the % scale 0 is the no-effect control and ±100 the full control effect; nearly all actives have a fitted effect of over 60% in size
# Target sequence (Q9UIF8 whole entry, looked up): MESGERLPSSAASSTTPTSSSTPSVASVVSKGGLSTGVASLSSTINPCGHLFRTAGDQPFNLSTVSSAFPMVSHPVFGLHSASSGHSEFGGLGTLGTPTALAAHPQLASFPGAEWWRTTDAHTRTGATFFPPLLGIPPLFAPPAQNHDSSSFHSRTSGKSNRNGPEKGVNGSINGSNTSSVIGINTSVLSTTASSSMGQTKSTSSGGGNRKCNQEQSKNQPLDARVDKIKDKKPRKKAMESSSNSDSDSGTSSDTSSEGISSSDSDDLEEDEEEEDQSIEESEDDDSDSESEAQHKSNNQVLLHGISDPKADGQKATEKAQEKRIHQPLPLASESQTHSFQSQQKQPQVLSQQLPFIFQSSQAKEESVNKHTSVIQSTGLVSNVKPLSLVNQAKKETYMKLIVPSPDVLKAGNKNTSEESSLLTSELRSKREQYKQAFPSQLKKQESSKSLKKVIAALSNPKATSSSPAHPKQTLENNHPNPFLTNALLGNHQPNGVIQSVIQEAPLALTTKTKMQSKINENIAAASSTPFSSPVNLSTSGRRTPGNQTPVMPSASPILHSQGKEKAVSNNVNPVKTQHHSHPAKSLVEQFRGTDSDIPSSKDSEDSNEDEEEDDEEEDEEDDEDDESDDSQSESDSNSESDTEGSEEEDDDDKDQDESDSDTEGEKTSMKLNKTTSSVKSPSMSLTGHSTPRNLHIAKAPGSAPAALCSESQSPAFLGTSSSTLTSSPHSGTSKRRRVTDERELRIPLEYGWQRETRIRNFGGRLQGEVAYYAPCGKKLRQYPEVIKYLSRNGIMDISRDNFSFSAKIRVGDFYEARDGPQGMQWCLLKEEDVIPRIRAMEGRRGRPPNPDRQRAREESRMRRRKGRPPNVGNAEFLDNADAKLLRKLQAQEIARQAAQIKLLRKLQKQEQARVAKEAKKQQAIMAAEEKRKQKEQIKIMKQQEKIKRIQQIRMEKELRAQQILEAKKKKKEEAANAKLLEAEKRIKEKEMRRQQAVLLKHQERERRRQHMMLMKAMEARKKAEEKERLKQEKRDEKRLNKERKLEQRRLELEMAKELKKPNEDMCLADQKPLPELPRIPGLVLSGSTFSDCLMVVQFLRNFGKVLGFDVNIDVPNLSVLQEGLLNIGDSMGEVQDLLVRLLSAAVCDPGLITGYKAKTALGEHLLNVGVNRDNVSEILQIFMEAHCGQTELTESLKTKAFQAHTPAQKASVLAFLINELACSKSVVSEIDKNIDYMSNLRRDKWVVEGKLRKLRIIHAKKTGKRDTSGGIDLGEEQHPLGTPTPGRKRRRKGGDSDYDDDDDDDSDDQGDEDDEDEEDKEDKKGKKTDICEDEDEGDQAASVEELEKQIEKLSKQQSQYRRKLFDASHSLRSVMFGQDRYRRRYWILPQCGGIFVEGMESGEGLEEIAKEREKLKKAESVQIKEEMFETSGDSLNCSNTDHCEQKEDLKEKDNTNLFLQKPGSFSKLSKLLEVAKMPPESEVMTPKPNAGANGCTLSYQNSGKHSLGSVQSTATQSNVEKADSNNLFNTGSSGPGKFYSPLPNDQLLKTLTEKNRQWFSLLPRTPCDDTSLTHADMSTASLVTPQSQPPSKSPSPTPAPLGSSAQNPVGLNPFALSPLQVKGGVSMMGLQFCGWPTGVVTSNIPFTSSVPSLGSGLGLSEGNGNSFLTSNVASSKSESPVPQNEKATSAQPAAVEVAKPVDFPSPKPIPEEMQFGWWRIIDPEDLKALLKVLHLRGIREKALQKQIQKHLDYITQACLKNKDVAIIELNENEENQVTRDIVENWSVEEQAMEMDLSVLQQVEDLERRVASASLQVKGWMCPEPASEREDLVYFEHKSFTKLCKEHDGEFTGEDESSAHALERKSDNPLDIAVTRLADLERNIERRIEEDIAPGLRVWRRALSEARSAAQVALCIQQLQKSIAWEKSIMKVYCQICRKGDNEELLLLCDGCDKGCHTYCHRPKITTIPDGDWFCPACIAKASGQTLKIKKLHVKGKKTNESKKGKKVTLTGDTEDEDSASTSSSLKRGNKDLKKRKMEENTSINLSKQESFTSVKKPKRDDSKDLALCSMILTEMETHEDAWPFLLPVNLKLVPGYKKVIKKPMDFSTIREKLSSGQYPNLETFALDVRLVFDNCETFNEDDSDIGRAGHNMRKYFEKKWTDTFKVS
#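 Compounds, titrated to a top concentration of 110 uM, were incubated 30 min at room temperature with preformed BAZ2B/acetyl-K14 H3 peptide complex (50 nM each). Proximity signal was measured by AlphaScreen after 20 min with beads.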
# HP1b chromo inh = blocks HP1-beta chromodomain binding to methylated histone tails. Potency, µM (doses to about 114 µM), inactives show at the highest dose activity change, negative = inhibition, actives largely listed as inhibitors. 390,000 compounds, 0.56% hits. AID 540317. AlphaScreen HP1-beta / biotin-H3K9me3 peptide binding; further: potency means the concentration at half of the fitted maximal effect; nearly all actives have a fitted effect of over 70% in size; inactives centre near 23
#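 HP1-beta protein (50 nM final) preincubated 30 min at room temperature with biotinylated H3(1-18)K9me3 peptide (50 nM) in PBS pH 7.4, 0.01% Tween-20, then compound added for 30 min. AlphaScreen streptavidin donor/nickel chelate acceptor beads (10 ug/mL final), 30 min dark, luminescence read.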
# * hit, by the source's call; i = inactive; ? = inconclusive; nt = not tested or not shown; & = joins results of further samples; [ ] = another dose, or the depositor's remark. Unless noted, the call rests on the fitted dose curve; in most records, active means well fitted curve in the direction sought with a large enough effect; inconclusive means small, poorly fitted or top-dose-only effect, or another doubt; inactive means no such curve, though single readings can be large; an effect the other way counts as inactive or inconclusive.
SMILES,G9a inh,JMJD2A Tudor,GLS inhibitor,Pin1 inhibitor,PI4K2A inh,ERG Ets-DNA blk,PGK inhibitor,BAZ2B inh,HP1b chromo inh
CCOc1ccc(-n2cc(-c3ccccc3)c3c(N4CCOCC4)ncnc32)cc1,?,-24%,-18%,-12%,0,8%,-1%,25µM*,25%
CC(C)(Sc1cc(C(C)(C)C)c(O)c(C(C)(C)C)c1)Sc1cc(C(C)(C)C)c(O)c(C(C)(C)C)c1,-1%,-19%,12%,-4%,-1&5,9%,-9%,-1%,41%[activator]
Cc1ccc(C(C(=O)NC2CCCCC2)N(CCCN2CCOCC2)C(=O)c2snc(C(N)=O)c2N)cc1 (stereo unspecified),2%,-9%,-7%,-4%,5,-1%,i,4%,14%
Cc1nc2ccccc2nc1OCC(=O)Nc1ccccc1,-6%,-3%,-1%,-1%,-1,2%,1%,-11%,37%
CC(C)(C)C1=CC(=Nc2ccccc2N)C=C(C(C)(C)C)C1=O,29%[59 µM],4µM*,7%,?,-3,nt,-11%,4%,4.5µM*
Cc1c(C)n(CCc2ccccc2)c2ncnc(NCCCO)c12,-33%[12.7 µM],?,-1%,-4%,-3,4%,nt,?,-8%
CCOC(=O)C(C)n1nc(/C=C/c2ccc(OC)cc2)ccc1=O (stereo unspecified),37%,3%,-3%,-1%,3,11%,-5%,-12%,40%[activator]
COc1ccc(-c2c(C)c3cc(OC(=O)N4CCOCC4)ccc3oc2=O)cc1,-3%[59 µM],-10%,1%,-8%,1,5%,-10%,-2%,9%
S=C(NCc1ccc(Cl)cc1)Nc1ccccc1Cl,29%[59 µM],2%,11%,-1%,8,-6%,2%,-2%,39%
Cc1ccc(C(=O)Nc2cnc3sc(C)nn3c2=O)cc1,17%[12.7 µM],-8%,0%,1%,-12,4%,-10%,2%,29%
O=C(N/N=C/c1ccc(Cl)s1)C(O)c1ccccc1 (stereo unspecified),nt,-13%,0%,1%,-3,-3%,i,13%,35%
Cc1cccc(Cl)c1NC(=O)N1CCN(c2ccnc3cc(Cl)ccc23)CC1,-28%,-15%,0%,-2%,2,-5%,-4%,-16%,20%
COc1cccc(NC(=O)N2CCN(c3ccc(C(F)(F)F)cn3)CC2)c1,-3%[59 µM],-15%,8%,-1%,2,-5%,-1%,1%,19%
CCOc1cc(/C=C2/C(=O)N(c3ccccc3)N=C2C)ccc1OC(=O)c1cccs1,40µM*,?,-21%,7%,-52*,7%,i,50µM*,-2%
O=C(CCCNS(=O)(=O)c1ccc(F)cc1)Nc1ccc(F)cc1,?,-1%,5%,54%,1,-3%,-9%,24%,27%
CCOC(=O)C(=O)N1CCC(Cc2ccccc2)CC1,19%[12.7 µM],4%[57.1 µM],1%,-1%,-9,-10%,-4%,1%,41%[activator]
CC(=O)c1ccc(N2CCN(C(=O)c3ccc(S(=O)(=O)NCc4ccco4)cc3)CC2)cc1,nt,-17%,-4%,1%,3,10%,0%,nt,26%[57 µM]
CCOC(=O)C1CCN(C(=O)Cc2cccs2)CC1,-3%[59 µM],-5%[11.4 µM],-1%,6%,7,7%,0%,-4%,-17%
COc1ccc(OC)c(-c2csc(NC(=O)Cc3cccs3)n2)c1,?,?,-16%,3%,-16,9%,i,nt,9%
CCN(CC)S(=O)(=O)c1ccc(C(=O)NCCSc2c(-c3ccc(F)cc3)[nH]c3ccccc23)cc1,-27%[59 µM],-21%,-1%,6%,6,1%,-9%,-8%,4%
CSc1nc2c(c(=O)[nH]1)C(c1ccc(Cl)cc1)CC(=O)N2 (stereo unspecified),1%,-7%,5%,9%,6,-1%,i,-15%,50%[activator]
CC(=O)N1CCN(c2ccc(NC(=O)c3ccc(F)cc3)cc2)CC1,nt,-12%,34%[activator],2%,0,-5%,-1%,8%,31%
CC1CCN(C(=O)c2c(NC(=O)c3ccccc3F)sc3c2CCC(C(C)(C)C)C3)CC1 (stereo unspecified),1%[59 µM],3%,2%,2%,0,1%,-8%,1%,44%[activator]
CCCCNC(=O)/C=C/c1cccs1,19%[59 µM],10%[57.1 µM],17%,-3%,0,-6%,-1%,5%,-10%
CCOC(=O)c1cc(NC(=O)N2CCCc3ccccc32)c(C)nc1C,-2%[59 µM],-26%,2%,-5%,9,4%,-5%,10%,1%

# Grouped by structure: the entries above with an aryl methoxy group.
SMILES,G9a inh,JMJD2A Tudor,GLS inhibitor,Pin1 inhibitor,PI4K2A inh,ERG Ets-DNA blk,PGK inhibitor,BAZ2B inh,HP1b chromo inh
CCOC(=O)C(C)n1nc(/C=C/c2ccc(OC)cc2)ccc1=O (stereo unspecified),37%,3%,-3%,-1%,3,11%,-5%,-12%,40%[activator]
COc1ccc(-c2c(C)c3cc(OC(=O)N4CCOCC4)ccc3oc2=O)cc1,-3%[59 µM],-10%,1%,-8%,1,5%,-10%,-2%,9%
COc1cccc(NC(=O)N2CCN(c3ccc(C(F)(F)F)cn3)CC2)c1,-3%[59 µM],-15%,8%,-1%,2,-5%,-1%,1%,19%
COc1ccc(OC)c(-c2csc(NC(=O)Cc3cccs3)n2)c1,?,?,-16%,3%,-16,9%,i,nt,9%

# Next section.
SMILES,G9a inh,JMJD2A Tudor,GLS inhibitor,Pin1 inhibitor,PI4K2A inh,ERG Ets-DNA blk,PGK inhibitor,BAZ2B inh,HP1b chromo inh
Cc1c(C(=O)OCC(=O)NC2CCCCC2)oc2ccccc12,-9%[59 µM],-13%,31%,17%,3,nt,-1%,8%,15%
O=C(COC(=O)CN1C(=O)NC2(CCCCC2)C1=O)Nc1cc(F)ccc1F,nt,-15%,-3%,2%,6,-3%,-3%,nt,30%
CCSc1nnnn1-c1cccc(C(=O)O)c1,-4%[59 µM],-7%,2%,-15%,-1,-3%,-1%,-4%,6%
O=C(Nc1ccc2c(c1)CCC2)c1cc(S(=O)(=O)N2CCN(c3ccccc3)CC2)ccc1Cl,-34%[12.7 µM],-6%,5%,?,-1,16%,1%,-30%,27%
CN(C)c1nc(NNC(=O)c2ccccc2)nc(N(C)C)n1,nt,-8%,19%,-2%,6,-6%,-9%,nt,17%
CC(C)C(=O)Nc1cccc(NC(=S)NC(=O)c2ccc(Cl)cc2)c1,-49%[59 µM],-22%,11%,9%,-6,6%,-6%,-28%,6%
Cc1sc(NC(=O)CCCC(=O)O)c(C#N)c1C,?,-3%,8%,-3%,3,3%,-16%,-29%,18%
COc1cc(/C=N/NC(=O)CCNC(=O)c2ccccc2Cl)ccc1O,-1%,-1%,32%[activator],-2%,4,7%,-9%,-10%,61%[activator]
O=c1[nH]cnc(O)c1C1C=CC=CC=C1,nt,-8%,?,4%,4,12%,-5%,nt,26%
C=C(C)c1cccc(C(C)(C)NC(=O)Nc2ccc(OC)cc2)c1,-3%,10%,3%,-8%,1,-2%,-3%,-12%,46%[activator]
Cc1cc(C(=O)NNC(=O)c2cccc(S(=O)(=O)N3CCOCC3)c2)c2ccccc2n1,8%,-7%,18%,-5%,5,9%,-5%,5%,37%
CCOC(=O)c1cnc(SCC(=O)NNC(=O)c2ccco2)nc1N,4%[59 µM],-13%,10%,0%,-1,6%,-6%,3%,-13%
Cc1c2ccccc2cc[n+]1CCCS(=O)(=O)[O-],-27%,-1%,-1%,-10%,-6,9%,-1%,-26%,38%
COc1ccc2[nH]c(-c3cccc(F)c3)cc(=O)c2c1,?,-20%,-10%,12%,-2,-3%,-3%,-5%,30%[activator]
CC(=O)Nc1cccc(Oc2ccc(-c3noc(C)n3)cc2)c1,7%[59 µM],-5%,-3%,4%,4,-3%,-5%,7%,48%[activator]
O=C(NCc1ccco1)C1CCN(S(=O)(=O)c2cccc3cccnc23)CC1,?,-8%,5%,-1%,-1,5%,7%,3%,29%
O=c1c2c(O)cc(O)cc2oc2c(O)ccc(O[C@H]3O[C@@H](CO)[C@H](O)[C@@H](O)[C@@H]3O)c12,nt,-22%,13%,?,-30,15%,2%,nt,-2%
CCn1cc(/C=C(\NC(=O)c2cc(OC)c(OC)c(OC)c2)C(=O)NCCN2CCOCC2)c2ccccc21,3%,7%,7%,2%,0,-5%,-3%,-14%,22%
Cc1cccn2c(=O)c3cc(C(=O)NCCCN4CCCC4=O)n(C)c3nc12,-27%[12.7 µM],-3%,1%,-11%,-7,nt,-5%,2%,15%
CCCCCn1c(=O)c2ccccc2n2c(=S)[nH]nc12,1.4µM*,6.3µM*,-2%,-5%,-2,-7%,nt,-33%,0%

# Full records, quoted from the list:
# O=C(Nc1ccc2c(c1)CCC2)c1cc(S(=O)(=O)N2CCN(c3ccccc3)CC2)ccc1Cl is entered as G9a inh: -34%[12.7 µM]; JMJD2A Tudor: -6%; GLS inhibitor: 5%; Pin1 inhibitor: ?; PI4K2A inh: -1; ERG Ets-DNA blk: 16%; PGK inhibitor: 1%; BAZ2B inh: -30%; HP1b chromo inh: 27%
# Cc1cccn2c(=O)c3cc(C(=O)NCCCN4CCCC4=O)n(C)c3nc12 is entered as G9a inh: -27%[12.7 µM]; JMJD2A Tudor: -3%; GLS inhibitor: 1%; Pin1 inhibitor: -11%; PI4K2A inh: -7; ERG Ets-DNA blk: nt; PGK inhibitor: -5%; BAZ2B inh: 2%; HP1b chromo inh: 15%
